PAFAH1B2 inh: PAFAH1B2 enzyme inhibitors, primary screen, biochemical, fluorescence polarization, human; Platelet-activating factor acetylhydrolase IB subunit alpha2 (Homo sapiens), P68402; recombinant PAFAH1B2, FP-rhodamine activity probe; inhibition, % at 3.39 µM; hit rate 1.2% among 340,000;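 active = inhibition above the mean of all tested compounds plus 3 SD, cut at about 24% in these data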;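 note: 0% = enzyme with DMSO and 100% = wells lacking PAFAH1B2; many of its hits are not listed in these tables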
Target sequence (P68402 whole entry, looked up): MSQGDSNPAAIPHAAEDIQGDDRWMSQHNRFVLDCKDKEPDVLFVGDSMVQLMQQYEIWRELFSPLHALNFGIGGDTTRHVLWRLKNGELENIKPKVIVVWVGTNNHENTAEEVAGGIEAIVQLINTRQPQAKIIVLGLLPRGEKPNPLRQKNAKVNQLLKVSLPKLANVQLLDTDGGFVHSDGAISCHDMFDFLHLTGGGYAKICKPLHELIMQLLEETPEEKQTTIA
MCL1-BIM inh: inhibitors of MCL1 binding to BIM-BH3, primary screen, biochemical, fluorescence polarization. Induced myeloid leukemia cell differentiation protein Mcl-1 (Homo sapiens), Q07820. GST-MCL1 / FITC-Bim-BH3 fluorescence polarization. inhibition, % at 10.9 µM. hit rate 0.68% among 320,000;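 active = inhibition above the mean inhibition of all tested compounds plus 3 SD, set per campaign, cut at about 40% in these data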;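 note: 0% = DMSO wells and 100% = unlabeled Bim-BH3 peptide control; higher means more loss of mP so more displacement of Bim peptide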
GLD-1 RNA inh: GLD-1/TGE RNA complex disruptors, primary screen, biochemical, fluorescence polarization; Female germline-specific tumor suppressor gld-1 (Caenorhabditis elegans), Q17339; purified GLD-1 + fluorescein TGE RNA; inhibition, % at 5.96 µM; hit rate 0.44% among 320,000;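 active = percent inhibition above a per-plate cutoff, the plate mean of test compounds plus 3 SD, cut at about 30% in these data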;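 note: 0% = DMSO wells with GLD-1 and probe and 100% = wells lacking GLD-1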
Target sequence (Q17339 whole entry, looked up): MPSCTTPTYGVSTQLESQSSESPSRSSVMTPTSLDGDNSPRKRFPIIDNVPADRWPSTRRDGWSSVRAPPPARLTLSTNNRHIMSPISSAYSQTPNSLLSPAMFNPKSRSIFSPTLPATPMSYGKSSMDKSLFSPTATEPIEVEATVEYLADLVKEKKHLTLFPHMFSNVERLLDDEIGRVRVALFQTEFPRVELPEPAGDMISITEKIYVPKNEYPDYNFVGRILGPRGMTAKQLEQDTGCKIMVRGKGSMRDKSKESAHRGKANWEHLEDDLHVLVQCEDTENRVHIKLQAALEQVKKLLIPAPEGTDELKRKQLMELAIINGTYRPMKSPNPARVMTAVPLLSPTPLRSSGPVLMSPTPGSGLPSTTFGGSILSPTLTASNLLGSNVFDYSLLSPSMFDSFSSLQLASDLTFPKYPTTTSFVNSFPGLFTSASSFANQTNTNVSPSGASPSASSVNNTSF
MEX-5 binding: MEX-5 zinc finger RNA-binding disruptors – biochemical, C. elegans, fluorescence polarization, MLPCN library, primary screen; Zinc finger protein mex-5 (Caenorhabditis elegans), Q9XUB2; MEX-5/FITC-TCR2 RNA binding; active compounds read low; activity score (negative = inhibition of binding), % at 10 µM; hit rate 0.38% among 300,000; AID 1832, 2009;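 active = inhibition past about -25% in most replicates, and total fluorescence under double the plate's negative control median, limit read from the data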;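 note: 0% = DMSO and -100% = 5 µM competing unlabeled TCR2 RNA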
Fam108B inh: mouse Fam108B serine hydrolase inhibitors, primary screen, counter-screen for RBBP9 inhibitor project, biochemical, fluorescence polarization; recombinant Fam108B, FP-Rh probe fluorescence polarization; inhibition, % at 9.51 µM; hit rate 0.33% among 300,000;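 active = inhibition above the screen mean inhibition plus 3 SD, computed separately per campaign, cut at about 18% in these data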;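 note: inhibitors lower polarization as less probe binds the enzyme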
Bcl-xL primary: inhibitors of human Bcl-xL, primary screen, biochemical, fluorescence polarization, HTS; Bcl-2-like protein 1 (Homo sapiens), Q07817; GST-Bcl-xL / FITC-Bim BH3 peptide fluorescence polarization; inhibition, % at 10.9 µM; hit rate 0.7% among 320,000; AID 2129, 2009;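 active = inhibition above the mean of all tested compounds plus 3 SD, cutoff set per campaign, cut at about 30% in these data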;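 note: 0% = DMSO wells and 100% = unlabeled Bim-BH3 peptide competitor; inhibitors lower millipolarization by displacing the labeled peptide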
PME-1 inh: PME-1 inhibitors via competitive probe labeling, primary screen, biochemical, fluorescence polarization, FP-Rh probe, HTS; hit rate 0.53% among 320,000; inhibition, % at 5.9 µM; AID 2130, 2009; Protein phosphatase methylesterase 1 (Homo sapiens), Q9Y570; recombinant PME-1;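 active = inhibition above the campaign mean of all compounds plus 3 SD, cut at about 26% in these data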;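 note: competitive labeling of PME-1 active site by serine hydrolase directed probe; 0% = PME-1 with DMSO and 100% = wells lacking PME-1 enzyme; inhibitors block probe labeling so polarization falls and inhibition rises; many of its hits are not listed in these tables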
Target sequence (Q9Y570 whole entry, looked up): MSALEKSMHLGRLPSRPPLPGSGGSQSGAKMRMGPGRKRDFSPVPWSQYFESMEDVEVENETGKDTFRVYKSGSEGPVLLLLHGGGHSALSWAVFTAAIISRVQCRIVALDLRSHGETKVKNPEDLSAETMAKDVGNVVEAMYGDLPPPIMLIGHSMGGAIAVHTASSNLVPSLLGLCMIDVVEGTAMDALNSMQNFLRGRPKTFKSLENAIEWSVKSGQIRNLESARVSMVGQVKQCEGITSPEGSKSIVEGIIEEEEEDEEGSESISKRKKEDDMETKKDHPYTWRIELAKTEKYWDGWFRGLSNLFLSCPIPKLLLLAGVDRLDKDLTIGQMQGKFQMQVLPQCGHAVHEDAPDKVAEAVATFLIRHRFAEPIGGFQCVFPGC
AHR activator: AHR activators, primary screen, cell-based, luminescence, luciferase reporter, human | AID 2796, 2010 | AHR-responsive luciferase reporter cells | Aryl hydrocarbon receptor (Homo sapiens), P35869 | activation, % at 5 µM | hit rate 2.5% among 320,000; in the data active = activation above about 47%;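 note: 0% = vehicle wells and 100% = reference agonist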
pPAFAH inh: pPAFAH enzyme inhibitors, primary screen, biochemical, fluorescence polarization, human | Platelet-activating factor acetylhydrolase (Homo sapiens), Q13093 | recombinant pPAFAH, FP-rhodamine probe fluorescence polarization | inhibition, % at 3.39 µM | hit rate 1.5% among 330,000;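 active = inhibition above the mean inhibition across the screen plus 3 SD, cut at about 25% in these data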;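 note: inhibitors block binding of the rhodamine activity-based probe so polarization drops; 0% = enzyme with DMSO and 100% = wells lacking pPAFAH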
* marks the source's active call; other numbers are inactive results; . = no result given.

SMILES	PAFAH1B2 inh	MCL1-BIM inh	GLD-1 RNA inh	MEX-5 binding	Fam108B inh	Bcl-xL primary	PME-1 inh	AHR activator	pPAFAH inh
O=C(CCNS(=O)(=O)c1ccccc1)OCC(=O)c1ccc(Br)cc1	11	-5	4	1.3	1	1	-1	-2	21
CCCCN1C(=N)N([C@@H](C)CN2CCC[C@H]2CN2C(N)=NC[C@@H]2Cc2ccccc2)C[C@H]1[C@H](C)CC	6	.	6	.	.	.	.	0	2
CC(/C=N/NC(=O)CNc1n[nH]c(=O)[nH]c1=O)c1ccccc1 (configuration not stated)	19	2	-2	0.8	0	1	3	1	3
Cc1ccccc1Nc1nc(N)nc(CN2CCN(C(=O)c3ccccc3)CC2)n1	14	2	0	2.6	-2	3	1	3	-2
O=C(NNS(=O)(=O)c1ccccc1[N+](=O)[O-])c1ccc(O)cc1	2	16	8	-4.2	-2	5	-2	0	4
COc1ccc2cc(C(=O)CS(=O)(=O)c3ccccc3)c(=O)oc2c1	5	9	-3	-2.1	4	12	1	3	1
COCCn1c(SCC(=O)Nc2ccc(C(N)=O)cc2)nc2c([nH]c3ccccc32)c1=O	-1	2	3	4.2	-1	-4	1	52*	-5
COC(=O)c1ccc(/C=C/c2c(-c3ccsc3)sc3ccccc23)cc1	11	-15	7	1.9	-2	-5	4	24	-2
CC(Oc1cccc(Br)c1)C(=O)NNC(=O)c1ccccn1 (configuration not stated)	13	.	-3	.	.	.	.	0	2
CCOC(=O)C1CCCCN1Cc1cccc(OC)c1OC (configuration not stated)	7	2	-3	1.8	-3	-4	-1	-1	4
O=C(O)c1ccccc1C(=O)Nc1ccc(Br)c(C(F)(F)F)c1	6	-6	8	2.1	-1	2	-2	0	4
O=C(c1cn(-c2ccccc2)nc1-c1ccc(Cl)s1)N1CCOCC1	0	-12	-7	2.2	-3	-4	1	24	1
C/C(CC(=O)Nc1cccc(Cl)c1Cl)=N\NC(=O)c1ccccc1N	-1	8	0	2.6	2	3	4	29	-8
CN(CCc1ccccc1)C(=O)CCc1nnc(Cc2ccc3c(c2)OCO3)o1	2	-2	-7	0.7	-1	0	0	0	1
Cc1ccc(NC(=O)C2CCCN(C(=O)c3ccc(Cl)cc3)C2)cc1S(=O)(=O)N1CCOCC1 (configuration not stated)	2	3	10	0.3	3	6	3	3	2
N#Cc1ccc(CSC2=NCCN2)cc1	8	1	2	0.5	1	2	2	0	6
Cc1nn(-c2ccccc2)c(C)c1C(=O)OCC(=O)N(C)C1CCS(=O)(=O)C1 (configuration not stated)	-4	-20	-3	-0.2	2	5	1	5	4
Cc1cccc(NC(=O)c2ccccc2C(=O)Nc2cccc(C)c2)c1	2	4	4	2.1	0	7	-5	-2	-1
O=S(=O)(Nc1ccc(O)c2ccccc12)c1ccc(Br)cc1	.	18	7	-27*	-1	13	4	27	15
O=C(CSCc1ccccc1Br)N/N=C/c1ccccc1C(=O)O	6	3	6	1.2	0	-1	-1	5	0
COC(=O)c1nnn(CC(=O)NC(=O)Nc2ccccc2F)c1C(=O)OC	3	0	4	-1.9	2	5	-4	0	0
COc1ccc(NC(=O)NC2CCCCCCC2)cc1	4	6	8	-2.7	5	3	6	19	2
COc1ccc(-n2c(=O)cc(N3CCN(Cc4ccccc4)CC3)[nH]c2=O)cc1	14	-8	3	-0.7	-2	4	-1	-1	2
COc1ccccc1S(=O)(=O)Nc1ccc(-c2nnc3n2CCCCC3)cc1	5	3	4	1.9	-4	6	7	0	4
Cc1ccc(-c2nc(SC(C)C(=O)c3c(N)n(C)c(=O)n(C)c3=O)n[nH]2)cc1 (configuration not stated)	-2	1	-3	-1.6	-3	0	-2	15	-4
Cn1ccnc1C1CCCCN1Cc1nc(Cc2cccc(C(F)(F)F)c2)no1 (configuration not stated)	2	-1	-6	0.3	2	2	3	5	4
COc1ccc(Cl)cc1NC(=O)CC(C)c1ccccc1 (configuration not stated)	12	4	12	2.7	-5	0	3	8	4
COCCN1Cc2cccc(C(=O)NCCCN3CCCC3=O)c2C1=O	-3	-5	3	-4.4	0	0	0	3	2
CC(=O)Nc1ccc(CN2CCCC(CO)(Cc3ccccc3C)C2)cc1 (configuration not stated)	-2	-3	2	-0.5	2	-5	2	2	6
COc1ccc(N2C(=O)CCC(C(=O)N3CCCCC3)C2c2ccc(OC)c(OC)c2)cc1 (configuration not stated)	6	10	1	-2.4	-6	6	5	4	1
CCN1CCN(S(=O)(=O)Cc2ccccc2Cl)CC1	0	1	-1	-2.2	4	5	1	-3	-7
CCO[C@@H]1OC(C(=O)NC2CC2)=C[C@H](C2CC2)[C@H]1CCCO	1	3	5	-1.1	0	6	4	2	8
COc1cccc(CNC(=O)CN2C(=O)COc3ccc(S(=O)(=O)N4CCOCC4)cc32)c1	1	-3	-1	-1.8	-7	2	5	2	0
COc1ccc(CC(=O)OCC(=O)NCc2ccc3c(c2)OCO3)cc1OC	5	.	-3	.	.	.	.	0	9
Cc1nnc(NC(=O)c2ccc(S(=O)(=O)N3CCCCCC3)cc2)o1	9	-8	-5	2.0	2	-1	-1	1	3
CCCCC1=CC2=C(c3ccco3)C(=O)C(C)(OC(=O)c3ccc(OC)cc3)C(=O)C2=CN1Cc1ccc2c(c1)OCO2 (configuration not stated)	-5	9	10	-6.4	4	4	1	4	22
COc1ccc(-c2cc([C@H]3[C@H]4C=CC[C@@H](C)[C@@H]4C(=O)N3Cc3ccccc3)ccc2F)cc1	-5	-1	15	-0.9	1	1	-3	2	2
Cc1cc(NC(=O)COc2ccccc2C)no1	4	-2	5	-0.9	-2	2	6	-1	-2
O=C(Cn1c(=O)cnc2ccccc21)Nc1cccc(S(=O)(=O)N2CCOCC2)c1	2	-4	-4	.	.	-1	2	8	-1
COc1ccc(O)c(C(=O)C2c3ccccc3C(=O)N2c2ccc(C)cc2)c1 (configuration not stated)	4	37	17	2.5	-7	31*	-9	25	40*

Reprinted at random: two entries already listed
SMILES	PAFAH1B2 inh	MCL1-BIM inh	GLD-1 RNA inh	MEX-5 binding	Fam108B inh	Bcl-xL primary	PME-1 inh	AHR activator	pPAFAH inh
COc1ccc(NC(=O)NC2CCCCCCC2)cc1	4	6	8	-2.7	5	3	6	19	2
CCO[C@@H]1OC(C(=O)NC2CC2)=C[C@H](C2CC2)[C@H]1CCCO	1	3	5	-1.1	0	6	4	2	8

9 entries already listed, arranged by SMILES length, largest number first:
SMILES	PAFAH1B2 inh	MCL1-BIM inh	GLD-1 RNA inh	MEX-5 binding	Fam108B inh	Bcl-xL primary	PME-1 inh	AHR activator	pPAFAH inh
COc1ccc(N2C(=O)CCC(C(=O)N3CCCCC3)C2c2ccc(OC)c(OC)c2)cc1 (configuration not stated)	6	10	1	-2.4	-6	6	5	4	1
O=C(Cn1c(=O)cnc2ccccc21)Nc1cccc(S(=O)(=O)N2CCOCC2)c1	2	-4	-4	.	.	-1	2	8	-1
COc1ccc(-n2c(=O)cc(N3CCN(Cc4ccccc4)CC3)[nH]c2=O)cc1	14	-8	3	-0.7	-2	4	-1	-1	2
CCO[C@@H]1OC(C(=O)NC2CC2)=C[C@H](C2CC2)[C@H]1CCCO	1	3	5	-1.1	0	6	4	2	8
COc1ccc(O)c(C(=O)C2c3ccccc3C(=O)N2c2ccc(C)cc2)c1 (configuration not stated)	4	37	17	2.5	-7	31*	-9	25	40*
Cn1ccnc1C1CCCCN1Cc1nc(Cc2cccc(C(F)(F)F)c2)no1 (configuration not stated)	2	-1	-6	0.3	2	2	3	5	4
Cc1nnc(NC(=O)c2ccc(S(=O)(=O)N3CCCCCC3)cc2)o1	9	-8	-5	2.0	2	-1	-1	1	3
COc1ccc(NC(=O)NC2CCCCCCC2)cc1	4	6	8	-2.7	5	3	6	19	2
Cc1cc(NC(=O)COc2ccccc2C)no1	4	-2	5	-0.9	-2	2	6	-1	-2

The results go on:
SMILES	PAFAH1B2 inh	MCL1-BIM inh	GLD-1 RNA inh	MEX-5 binding	Fam108B inh	Bcl-xL primary	PME-1 inh	AHR activator	pPAFAH inh
Cc1ccc(S(=O)(=O)Nc2cc(=O)[nH]c3c2CCC3)cc1	1	11	3	-0.2	2	3	6	14	-4
Cc1ccc(C)c(NC(=S)NCc2ccc3c(c2)OCO3)c1	8	5	10	0.8	-4	5	0	1	2
CC(C)(C)C1CCC(CN2C(Nc3ccccc3)=NC[C@@H]2Cc2ccccc2)CC1 (some centres not stated)	4	.	-5	.	.	.	.	0	-1
CCOc1nc(OCC)nc(-n2cc(-c3ccccc3)nn2)n1	3	6	9	-1.2	0	6	4	4	2
COC(=O)c1ccc(/C=N/NS(=O)(=O)c2cc(C)ccc2C)cc1	4	-2	7	-0.4	3	8	4	0	0
O=C(Nc1ccc2c(c1)OCCO2)C1CCCN(S(=O)(=O)c2cccs2)C1 (configuration not stated)	3	3	1	0.1	6	4	-3	12	-2
CC(C)CN1C(=O)c2ccc(C(=O)Nc3c[nH]c(=O)[nH]c3=O)cc2C1=O	3	7	-4	-0.1	9	5	-3	1	1
Cc1nc(N/C(N)=N/S(=O)(=O)c2ccccc2)nc2ccccc12	-3	.	4	.	.	.	.	47	-5
Cc1ccc(CSc2nnc(Nc3ccc(C)cc3)s2)cc1	-5	-11	8	0.5	-2	-11	-5	15	-1
c1ccc(Sc2cccc3ccccc23)c(CNC2=NCCN2)c1	2	-26	-3	1.3	-6	-11	2	0	-2
CCOC(=O)C1=C(C)N=C2SC(C(=O)OC)=CC(=O)N2C1c1ccc(OC)cc1 (configuration not stated)	-2	7	1	3.3	0	7	-3	2	-3
CCOC(=O)/C(=C/c1ccc(OC(=O)c2ccccc2)cc1)C(C)=O	2	12	4	0.2	3	1	-10	-1	2
CSc1ncc(CN2CCN(C3CCCC3)C(CCO)C2)cn1 (configuration not stated)	1	0	4	0.1	-2	4	5	4	0
Cc1noc(C)c1C(=O)N1CCC2(CC1)Oc1ccc(F)cc1C(=O)C21CC(c2ccc(Cl)cc2)=NO1 (configuration not stated)	1	9	7	2.0	0	3	-1	-1	3
COc1ccc(Oc2nc(SC)nc3ccsc23)cc1	2	1	2	2.9	-4	2	1	17	0
Cc1c(/C=N/N2C(=O)C3C4C=CC(C4)C3C2=O)c2ccccc2n1C (configuration not stated)	1	5	2	4.4	-1	0	4	14	4
O=C(COc1ccc(C(=O)c2ccccc2)cc1)NC1CCCCCC1	2	-5	-7	2.0	-2	3	-7	9	6

These rows are one share of the data; rates above refer to the full screens.
